High-throughput results: PubChem, several laboratories
MEKK3 PB1 HTS – modulators (inhibitors or enhancers) of MEK5 binding to human MEKK3 PB1 domain | bead-based flow cytometry, Alexa488-MEK5 binding to MEKK3; actives lie on both sides; 0 = blocked by unlabeled MEK5, 100 = vehicle | binding response (% of control), % at 10 µM | hit rate 1.4% among 290,000;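 active = binding response more than 3 SD above or below the average of its plate-row segment, actives on both sides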;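 also: Alexa488 bead fluorescence after subtracting the streptavidin-only scavenger bead signal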
MEKK2mut PB1 HTS – signal of MEK5 binding to mutant human MEKK2 PB1 domain | bead flow cytometry, Alexa488-MEK5 binding to MEKK2 mutant | percent response, % at 10 µM | hit rate 0.35% among 290,000 | AID 1530; in the data active = percent response above about 24%, passing the limit was not always enough; also: inactives centre near 1; some results filed as inactive read as strong as hits; reference of the scale not given here
V1R ag counter – counter-screen for oxytocin receptor agonists: human V1a receptor agonists | activation, % at 3 µM | P37288 | CHO-V1R cells, Fluo-8 calcium fluorescence, agonist mode; 0% DMSO, 100% 3 nM vasopressin | hit rate 0.25% among 320,000;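 active = activation above the mean activation of all tested compounds plus 3 SD, per screening run, cut at about 20% in these data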;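 also: signal is peak over basal fluorescence ratio across a 100 second FLIPR read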
Target sequence (P37288 whole entry, looked up): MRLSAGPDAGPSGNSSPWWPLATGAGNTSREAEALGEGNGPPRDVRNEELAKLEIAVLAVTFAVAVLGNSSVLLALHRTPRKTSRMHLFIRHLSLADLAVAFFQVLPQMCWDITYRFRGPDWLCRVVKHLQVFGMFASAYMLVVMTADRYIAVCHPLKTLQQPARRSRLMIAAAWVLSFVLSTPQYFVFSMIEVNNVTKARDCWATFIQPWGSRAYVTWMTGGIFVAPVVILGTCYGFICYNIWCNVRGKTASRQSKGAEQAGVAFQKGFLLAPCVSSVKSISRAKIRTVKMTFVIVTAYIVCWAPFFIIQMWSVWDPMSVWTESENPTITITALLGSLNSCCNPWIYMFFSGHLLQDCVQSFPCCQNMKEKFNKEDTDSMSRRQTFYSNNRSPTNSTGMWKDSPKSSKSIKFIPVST
GPR7 antagonist – antagonists of human GPR7 (neuropeptides B/W receptor 1); P48145; GPR7-expressing cells, fluorescence antagonist assay; inhibition, % at 4.4 µM; hit rate 1.1% among 290,000; in the data active = inhibition above about 16%, passing the limit was not always enough;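 also: cells stimulated with the agonist NPW; 0% = agonist with vehicle and 100% = vehicle without agonist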
Target sequence (P48145 whole entry, looked up): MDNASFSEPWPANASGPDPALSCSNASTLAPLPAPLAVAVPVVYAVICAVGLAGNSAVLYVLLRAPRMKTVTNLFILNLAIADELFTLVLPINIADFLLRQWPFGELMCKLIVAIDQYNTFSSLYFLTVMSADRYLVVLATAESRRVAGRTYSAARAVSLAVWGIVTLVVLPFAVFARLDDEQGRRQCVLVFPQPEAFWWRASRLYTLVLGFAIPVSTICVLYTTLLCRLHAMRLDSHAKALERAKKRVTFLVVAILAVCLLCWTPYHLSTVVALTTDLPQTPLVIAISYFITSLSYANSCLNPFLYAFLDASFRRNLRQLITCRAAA
NALP1 yeast inh – blocks the NALP1 inflammasome reconstituted in yeast | inhibition, % at 10 µM | S. cerevisiae NALP1/ASC/caspase-1 growth, X-gal OD620, 72 h | hit rate 0.61% among 280,000; in the data active = inhibition mostly above about 24%, no sharp cut-off; inactive = mostly below about 32%; also: some compounds called inactive have numbers as strong as hits
MEKK2wt PB1 HTS – raises or lowers MEK5 binding to wildtype human MEKK2 PB1 domain; AID 1531; Q9Y2U5; hit rate 1.1% among 290,000; bead flow cytometry, Alexa488-MEK5 binding to MEKK2 WT; actives lie on both sides; binding response (% of control), % at 10 µM; in the data active = binding response below about 67% or above about 130%
GalR3 antagonist – blocks the human galanin receptor 3; O60755; hit rate 0.44% among 360,000; HEK293 GalR3-CNG cAMP membrane potential fluorescence; galR3 body fused to GalR1 C-terminus; inhibition, % at 3 µM; AID 651719;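 active = inhibition above the screen-wide average plus 3 SD, cut at about 13% in these data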;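 also: forskolin and galanin both at EC90 stimulate the cells; cAMP rise reported by CNG channel membrane potential dye signal; 0% = forskolin plus galanin with DMSO and 100% = forskolin alone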
Target sequence (O60755 1-299 limits assumed): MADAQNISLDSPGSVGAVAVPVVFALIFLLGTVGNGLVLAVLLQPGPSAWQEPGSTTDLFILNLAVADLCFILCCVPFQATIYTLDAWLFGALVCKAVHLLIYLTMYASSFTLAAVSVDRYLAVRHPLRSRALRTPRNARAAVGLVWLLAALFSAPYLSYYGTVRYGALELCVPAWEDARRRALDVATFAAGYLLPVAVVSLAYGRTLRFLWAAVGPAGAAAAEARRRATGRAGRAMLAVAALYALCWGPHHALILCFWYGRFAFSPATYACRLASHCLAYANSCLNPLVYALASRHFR
PHOSPHO1 inh – PHOSPHO1 (human) inhibition | Q8TCT1 | recombinant PHOSPHO1, absorbance phosphatase assay | inhibition, % at 13.3 µM | hit rate 1.1% among 290,000 | AID 1565; in the data active = inhibition above about 60%
OXTR agonist – human OXTR agonism | CHO-OTR cells, Fluo-8 calcium fluorescence; normalized: DMSO 0%, oxytocin 100% | P30559 | activation, % at 3 µM | hit rate 0.32% among 320,000;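 active = activation above the mean of all tested compounds plus 3 SD, cutoff set per screening run, cut at about 20% in these data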;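 also: peak over basal fluorescence ratio from a 100 s FLIPR kinetic read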
* = called active by the depositor; / = no result given. Outcome played no part in choosing rows (roughly 5.4% active in at least one column).

structure	MEKK3 PB1 HTS	V1R ag counter	MEKK2mut PB1 HTS	NALP1 yeast inh	GalR3 antagonist	PHOSPHO1 inh	MEKK2wt PB1 HTS	OXTR agonist	GPR7 antagonist
CC(=O)N1CCc2cc(S(=O)(=O)CCC(=O)N3CCN(c4cc(C)ccc4C)CC3)ccc21	99	0.6	-2	10	-7	-8	102	1.8	-5
CCOC(=O)Cn1c(=NC(=O)C(C)(C)C)sc2cc([N+](=O)[O-])ccc21	104	-0.7	-2	37	-1	-13	100	-2.8	2
COc1ccc2[nH]c(C(=O)NCCN3CCCCC3)cc2c1	98	0.4	7	/	/	18	98	0.0	2
CCOc1ccc(S(=O)(=O)N2CCN=C2Cc2ccccc2)cc1C	101	1.9	1	-9	-11	42	102	0.1	-5
O=C(NCc1ccc(F)cc1)C(Cc1ccccc1)NS(=O)(=O)c1cccs1 (configuration not stated)	104	3.2	2	-6	0	5	99	0.6	9
O=C(c1ccc2nc(N3CCOCC3)sc2c1)N1CCCC1	109	4.7	11	/	-1	10	107	-0.2	1
CN1C(C(=O)NCc2ccco2)=CC(c2ccc(F)cc2)=NS1(=O)=O	105	0.9	7	17	-5	26	110	0.3	0
O=C(O)CC/C(=N\NC(=O)CNC(=O)c1ccc(F)cc1)c1ccccc1	102	-0.4	2	4	-5	-15	102	1.5	-9
CCCOc1ccc(C(=O)CCNC(Cc2c[nH]c3ccccc23)C(=O)O)cc1 (configuration not stated)	104	2.0	6	7	/	48	106	3.4	-6
COc1ccc(C(NC(=O)/C=C/c2ccco2)c2ccc(OC)cc2)cc1	92	-0.1	7	12	-4	2	95	-1.6	-7
O=CNc1ccc(OC(=O)c2cncc(Br)c2)cc1	103	-0.1	7	12	-7	-2	101	0.1	12
Cc1c(CCC(=O)O)c(=O)n2c([nH]c3ccccc32)c1C#N	91	-0.1	-3	10	-4	6	95	0.8	-8
CC(=O)N(c1ccccc1)c1nnc(-c2cnc(C)cn2)s1	102	0.4	-11	2	0	20	97	-0.2	-8
O=C1CC(N2CCC(Cc3ccccc3)CC2)C(=O)N1CCc1ccccc1 (configuration not stated)	104	7.3	4	14	-9	20	103	9.5	-4
C=CCn1c(SCC(=O)NC2CCS(=O)(=O)C2)nnc1-c1ccncc1 (configuration not stated)	105	0.7	1	-4	2	33	100	0.9	-23
COC(=O)CSc1nnc(-c2ccccc2O)n1-c1ccc(C)cc1	105	-0.6	2	11	-9	-4	105	-1.2	-9
O=C(NNC1=NS(=O)(=O)c2ccccc21)C1CC(=O)N(c2ccccc2)C1 (configuration not stated)	90	0.0	-12	-15	1	-10	83	0.5	-13
COc1ccccc1Nc1ccc2nonc2c1[N+](=O)[O-]	108	1.2	10	11	-6	/	112	1.1	-9
C[C@@H]1C(=O)O[C@H]2[C@H](O)[C@@]34[C@H]5C[C@@H](C(C)(C)C)[C@]36[C@@H](OC(=O)[C@@H]6O)O[C@@]4(C(=O)O5)[C@@]12O	100	-0.3	1	14	-6	30	99	-0.2	-19
CCOC(=O)c1csc(N/N=C2\CCCc3ccccc32)n1	106	-0.3	16	2	-9	27	103	-1.2	2

Further results
structure	MEKK3 PB1 HTS	V1R ag counter	MEKK2mut PB1 HTS	NALP1 yeast inh	GalR3 antagonist	PHOSPHO1 inh	MEKK2wt PB1 HTS	OXTR agonist	GPR7 antagonist
COc1ccc(NC(C)=O)cc1S(=O)(=O)NC1CCSc2ccccc21 (configuration not stated)	100	1.6	1	-9	-9	36	96	0.9	-11
CC(Nc1ncnc2sccc12)c1ccccc1 (configuration not stated)	108	8.7	-1	3	94*	27	107	7.8	10
Cc1ccnc(NS(=O)(=O)c2ccccc2)n1	103	1.1	2	9	-4	1	105	1.4	-4
O=C(CCc1nc2ccccc2c(=O)[nH]1)OCc1nnc(-c2ccccc2)o1	103	0.6	2	-10	-3	25	104	0.2	-11
Cc1c(Cl)cccc1-n1c(SCC(=O)N2CCC(C(=O)O)CC2)nnc1-c1ccncc1	106	-0.3	-7	-10	-5	48	100	-0.4	-5
COCc1[nH][nH]c(=O)c1C=Nc1ccc(C(F)(F)F)cc1	103	0.4	3	2	-3	11	104	0.1	-1
CCCCNC(=O)COC(=O)c1ccc(C)c(NC(=O)c2ccco2)c1	89	-0.2	-8	-9	-3	-2	88	-0.9	1
CCc1ccc(OCC(=O)NC2CCCCC2)c(Br)c1	103	0.2	7	15	-6	25	100	-0.5	1
C=CCn1c(O)c(N=NC(=S)Nc2cccc(C)c2)c2ccccc21	94	-0.1	-2	-6	-5	-34	91	-2.6	2
CCOC(=O)/C(=N\Nc1ccccc1Cl)N1CCN(Cc2ccccc2)CC1	98	-0.5	6	28	-3	1	99	-1.0	-10
Cn1c(-n2c(-c3ccco3)nc3ccccc3c2=O)nc2ccccc21	/	-0.8	/	17	-5	24	/	-1.3	-7
COCCCn1c(SCc2cc(=O)[nH]c3ccccc23)nnc1-c1ccco1	106	-0.5	1	10	/	-3	105	-0.2	-10
CCOc1ccc(N(CC(=O)NCc2cccc(OC)c2)S(=O)(=O)c2c(C)noc2C)cc1	100	-1.9	-3	33	-3	17	95	-2.1	-11
CCN(CC)S(=O)(=O)c1cccc(-c2nnc(SCC(=O)c3cc(C)n(C)c3C)o2)c1	101	-0.4	5	-11	4	80*	104	-0.7	-5
O=C(c1cccc(-c2ccc(O)cc2)c1)N1CCOCC1	101	3.3	5	-3	-2	9	112	2.6	-4
Cc1ccc(-c2nn(-c3ccccc3)cc2/C=N/NC(=O)CSc2nnc(C)n2-c2ccccc2)cc1	99	1.0	2	3	-7	9	91	-0.5	-7
COc1ccc(-c2c[n+](CC(=O)c3ccccc3)c3n2CCCCC3)cc1	94	0.1	2	10	-6	42	113	0.0	-4
Cc1ccc(OCC(=O)N2CCC(N3CCCCCC3)CC2)cc1	103	0.1	8	38	-1	22	119	0.1	-19
COc1cscc1C(N)=O	103	-0.6	-3	1	-6	25	102	-0.2	-13
CCOC(=O)c1ccc(NC(=O)CSc2nncn2-c2cccnc2)cc1	101	2.1	-5	14	-7	14	100	1.1	-8

Profiles, looked up by structure:
COCCCn1c(SCc2cc(=O)[nH]c3ccccc23)nnc1-c1ccco1 is entered as MEKK3 PB1 HTS = 106; V1R ag counter = -0.5; MEKK2mut PB1 HTS = 1; NALP1 yeast inh = 10; GalR3 antagonist = /; PHOSPHO1 inh = -3; MEKK2wt PB1 HTS = 105; OXTR agonist = -0.2; GPR7 antagonist = -10
COc1ccc(NC(C)=O)cc1S(=O)(=O)NC1CCSc2ccccc21 (configuration not stated) is entered as MEKK3 PB1 HTS = 100; V1R ag counter = 1.6; MEKK2mut PB1 HTS = 1; NALP1 yeast inh = -9; GalR3 antagonist = -9; PHOSPHO1 inh = 36; MEKK2wt PB1 HTS = 96; OXTR agonist = 0.9; GPR7 antagonist = -11

(continued)
structure	MEKK3 PB1 HTS	V1R ag counter	MEKK2mut PB1 HTS	NALP1 yeast inh	GalR3 antagonist	PHOSPHO1 inh	MEKK2wt PB1 HTS	OXTR agonist	GPR7 antagonist
CC(=O)CCc1oc2ccc(C)cc2c1-c1ccc(C)o1	110	0.4	-3	11	-3	33	114	0.0	-15
CC1=C(C#N)C(Nc2ccc(C)cn2)(C(F)(F)F)C(=O)N1 (configuration not stated)	106	-0.2	4	4	-3	-4	105	-0.2	-7
O=C(Nc1ccc(-c2ccc3nncn3n2)cc1)C1CCCC1	97	-0.2	-1	2	0	-2	100	0.1	-11
COc1ccc(C2NC(=S)NC(O)(C(F)(F)F)C2C(=O)c2cccs2)cc1 (configuration not stated)	102	1.3	3	32	-10	-32	102	1.9	-5
O=C(Nc1ccc(N2CCN(C(=O)c3ccccc3)CC2)cc1)c1ccc([N+](=O)[O-])o1	103	/	-3	9	-3	35	104	/	5
Cc1nc(C)n(C(=O)N(c2ccccc2)c2ccccc2)n1	92	0.7	1	8	-4	3	102	-0.2	-1
CC(C)(C)Nc1nc(Cl)nc(NCc2ccccc2)n1	95	-0.6	-16	/	-6	27	98	-2.1	-2
Cc1ccc2nc(SCC(=O)NNC(=O)c3ccccc3)[nH]c2c1	100	-0.1	2	30	6	-6	104	0.0	3
COc1ccc(C(=O)CC(=O)C(=O)Nc2ccccc2C(F)(F)F)cc1	102	0.5	1	6	-12	18	105	0.7	-17
Cc1ccc(OCC(=O)c2cc(C)n(Cc3cccs3)c2C)c([N+](=O)[O-])n1	89	7.1	-5	5	4	-1	92	8.4	0
CN(C)S(=O)(=O)N1CCC(Oc2ccc(C(=O)NCc3cnn(C)c3)cc2)CC1	88	1.6	-9	6	-3	43	92	1.8	-2
CCC(NC(=O)c1ccccc1Br)c1ccccc1 (configuration not stated)	101	-0.1	6	-3	-7	32	100	-1.0	-10
Nc1c(Cl)ncnc1NCCc1ccc(O)cc1	106	9.5	3	1	-6	24	103	9.2	-10
O=C(c1nn2c(C(F)(F)F)cc(-c3cccs3)nc2c1Br)N1CCCc2ccccc21	95	-0.4	-2	25	-4	-1	86	-1.4	-10
Cc1ccc(OCC(=O)N2N=C(c3ccncc3)CC2(O)C(F)(F)F)cc1C (configuration not stated)	110	1.3	-1	-5	-4	16	108	2.0	-3
CN(C)S(=O)(=O)c1ccc(Cl)c(NC(=O)COC(=O)CNC(=O)c2ccco2)c1	102	0.6	-2	-2	-5	8	97	0.8	-11
S=C(N/N=C1\C2CN3CCN(C2)CC1(c1ccccc1)C3)Nc1ccccc1	93	-0.3	-1	15	-2	9	96	1.9	-9
O=C(Cc1ccc(-n2c(=O)c3ccccc3n(Cc3ccccc3F)c2=O)cc1)NCC1CCCO1 (configuration not stated)	101	0.6	-2	-23	-4	-4	100	0.2	-7
Cc1ccc(C)c(NS(=O)(=O)c2csc(C(N)=O)c2)c1	105	1.3	2	14	-7	2	102	1.4	2

Molecules above that have fluorine:
structure	MEKK3 PB1 HTS	V1R ag counter	MEKK2mut PB1 HTS	NALP1 yeast inh	GalR3 antagonist	PHOSPHO1 inh	MEKK2wt PB1 HTS	OXTR agonist	GPR7 antagonist
O=C(NCc1ccc(F)cc1)C(Cc1ccccc1)NS(=O)(=O)c1cccs1 (configuration not stated)	104	3.2	2	-6	0	5	99	0.6	9
CN1C(C(=O)NCc2ccco2)=CC(c2ccc(F)cc2)=NS1(=O)=O	105	0.9	7	17	-5	26	110	0.3	0
O=C(O)CC/C(=N\NC(=O)CNC(=O)c1ccc(F)cc1)c1ccccc1	102	-0.4	2	4	-5	-15	102	1.5	-9
COCc1[nH][nH]c(=O)c1C=Nc1ccc(C(F)(F)F)cc1	103	0.4	3	2	-3	11	104	0.1	-1
CC1=C(C#N)C(Nc2ccc(C)cn2)(C(F)(F)F)C(=O)N1 (configuration not stated)	106	-0.2	4	4	-3	-4	105	-0.2	-7
COc1ccc(C2NC(=S)NC(O)(C(F)(F)F)C2C(=O)c2cccs2)cc1 (configuration not stated)	102	1.3	3	32	-10	-32	102	1.9	-5
COc1ccc(C(=O)CC(=O)C(=O)Nc2ccccc2C(F)(F)F)cc1	102	0.5	1	6	-12	18	105	0.7	-17
O=C(c1nn2c(C(F)(F)F)cc(-c3cccs3)nc2c1Br)N1CCCc2ccccc21	95	-0.4	-2	25	-4	-1	86	-1.4	-10
Cc1ccc(OCC(=O)N2N=C(c3ccncc3)CC2(O)C(F)(F)F)cc1C (configuration not stated)	110	1.3	-1	-5	-4	16	108	2.0	-3
O=C(Cc1ccc(-n2c(=O)c3ccccc3n(Cc3ccccc3F)c2=O)cc1)NCC1CCCO1 (configuration not stated)	101	0.6	-2	-23	-4	-4	100	0.2	-7
